Source: PubChem BioAssay
MgcRacGAP inhibition: MgcRacGAP GTPase-activating activity inhibitors, confirmation, biochemical, ADP Hunter fluorescence. MgcRacGAP-stimulated Rac1 GTP hydrolysis, ADP Hunter fluorescence; higher % means a stronger effect; GST-tagged Rac1 F28L mutant substrate. inhibition, % at 30 µM; hits with a dose series show IC50 in µM. 340,000 tested, 0.6% active. AID 624330;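 active = first-screen hits whose inhibition reached a set limit at any dose in the follow-up dose series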;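 note: fluorescence reports GDP produced by GAP-driven GTP hydrolysis; strong numbers were not always called active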
UTI89 phage lysis: inhibition of K1F phage lysis, E. coli UTI89, bacterial capsule biogenesis inhibitors, alamar blue (AID 488966); E. coli UTI89 K1F phage lysis, alamar blue, 2 h; higher % means a stronger effect; one-dose inhibition, % at 100 µM; IC50 in µM for titrated hits; 340,000 tested, 0.02% active;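 active = phage lysis inhibition, versus mean bacterial control, above a set limit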;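 note: capsule biogenesis inhibitors block K1F phage lysis so surviving cells raise fluorescence; higher fluorescence means more inhibition of phage lysis; actives were called in the ten point dose series up to 300 µM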
RSV CPE inhibition: inhibition of RSV-induced cytopathic effect – HEp-2 cells, primary 10 µM value included (AID 2391). HEp-2 cells, RSV-induced CPE inhibition; higher % means a stronger effect. one-dose CPE inhibition, % at 10 µM; IC50 in µM for titrated hits. 310,000 tested, 0.13% active; in the data active = a potency from the dose series; note: strong numbers were not always called active
Salmonella PhoP GFP: inhibitors of PhoP regulon expression, primary screen, Salmonella Typhimurium, GFP reporter (AID 1863); 300,000 tested, 0.16% active; one-dose inhibition, % at 50 µM; IC50 in µM for titrated hits; S. Typhimurium PhoP-regulated promoter GFP reporter, 4 h; higher % means a stronger effect;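 active = inhibition over 29.93%, a cutoff 3 SD above the screen mean, later confirmed by dose response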;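 note: 0% = low Mg2+ inducing control and 100% = high Mg2+ repressing control; strong numbers were not always called active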
SV40 large T antigen: TAg ATPase/helicase activity blockers – biochemical (AID 1903) | inhibition, % at 20 µM, or IC50 in µM where a hit was titrated | SV40 large T antigen ATPase/helicase inhibition assay; higher % means a stronger effect | 310,000 tested, 0.39% active; in the data active = a potency from the dose series; note: strong numbers were not always called active
NS5 inhibitors: flavivirus cap methylation enzyme inhibition – biochemical, confirmation dose response, primary screen (AID 588689); 340,000 tested, 0.3% active; Dengue-2 NS5 methyltransferase capping enzyme assay, biochemical; higher % means a stronger effect; one-dose inhibition, % at 25 µM; IC50 in µM for titrated hits; in the data active = a potency from the dose series
* hit, by the source's call; · = not tested or not shown.

SMILES | MgcRacGAP inhibition | UTI89 phage lysis | RSV CPE inhibition | Salmonella PhoP GFP | SV40 large T antigen | NS5 inhibitors
CC(Oc1c(Cl)cccc1Cl)C1=NCCN1 (stereo not drawn) | · | · | -2.2% | -2% | 7% | ·
C=C1c2cccc(O)c2C(=O)C2C(=O)[C@]3(O)C(=O)C(C(N)=O)C(=O)[C@@H](N(C)C)[C@@H]3[C@@H](O)[C@H]12 (stereo partly drawn) | 74% | -15% | · | · | · | -4%

A portion of the library (hit frequency here may not be typical).
